Screening results (PubChem BioAssay)
GLP-1R inv ag: inverse agonists of human GLP-1 receptor; P43220; HEK293 GLP-1R CRE-luciferase, luminescence, 24 h; GLP-1R form is constitutively active; Potency, µM (series often up to 38.3 µM), inactives show at the highest dose activity change, negative = inhibition, hits mostly inhibitors; hit rate 1.6% among 410,000; note: % is set by controls: 0 for no effect and ±100 for the full control effect; nearly all actives have a fitted effect of over 55% in size
Target sequence (P43220 whole entry, looked up): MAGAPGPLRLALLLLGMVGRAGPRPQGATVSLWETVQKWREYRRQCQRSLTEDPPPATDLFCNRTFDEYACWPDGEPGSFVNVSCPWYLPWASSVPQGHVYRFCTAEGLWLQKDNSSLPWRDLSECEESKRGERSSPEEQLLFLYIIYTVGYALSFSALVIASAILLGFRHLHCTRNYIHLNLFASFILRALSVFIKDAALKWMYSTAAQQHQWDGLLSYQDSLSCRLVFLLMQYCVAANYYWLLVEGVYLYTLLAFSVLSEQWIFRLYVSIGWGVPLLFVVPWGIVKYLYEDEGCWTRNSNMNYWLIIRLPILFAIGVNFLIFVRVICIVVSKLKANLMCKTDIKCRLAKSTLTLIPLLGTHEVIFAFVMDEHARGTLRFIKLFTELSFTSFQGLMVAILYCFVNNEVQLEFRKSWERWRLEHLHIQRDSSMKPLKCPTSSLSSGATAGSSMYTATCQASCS
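Seeding at 200 cells/uL, 12 h culture, 24 hr compound treatment, then luciferase reagent and a luminescence read; cells are HEK293 stably expressing a constitutively active GLP-1R plus cAMP-responsive luciferase.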
KB-3-1 cytotox: KB-3-1 parental cell cytotoxicity. KB-3-1 viability, CellTiter-Glo ATP luminescence, 72 h. Potency, µM (highest dose often 46.1 µM), for inactives: at the highest dose activity change, negative = cytotoxic, usual class: cytotoxic. hit rate 1.4% among 400,000. AID 1347075; note: % is set by controls: 0 for no effect and ±100 for the full control effect; nearly all actives have a fitted effect of over 60% in size
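Here the drug-naive KB-3-1 line serves as comparator for MDR sub-line selectivity; cells received compound titrations, 72 h at 37 °C, then CellTiter-Glo readout.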
GLP1R ag: agonists of human GLP-1 receptor. HEK293 GLP-1R CRE-luciferase, luminescence, 4-6 h; cells express a hypersensitive GLP-1R form. Potency, µM (titrated, usually from 45.6 µM), inactives show at the top dose activation, hits mostly activators. hit rate 0.007% among 380,000. AID 624172; note: % of control where 0% means no effect
HEK293 tox: cytotoxicity in counter-screen for GLP-1R inverse agonists; hit rate 0.13% among 410,000; HEK293 cAMP-luciferase reporter cells, luminescence, 24 h; Potency, µM (doses to about 38.3 µM), inactives show at the highest dose activity change, negative = inhibition, most hits filed as inhibitors;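 note: loss of luciferase light is scored as toxicity; % is set by controls: 0 for no effect and ±100 for the full control effect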
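Quantitative HTS format, 1536 wells, 200 cells/uL seeded. Compounds: 23 nL, 24 h, 37 °C. Detection: luciferase reagent, luminescence at 12 min RT; decreased signal taken as cytotoxic.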
SW480 rerep: induces DNA re-replication in SW480 colon adenocarcinoma cells; hit rate 1.8% among 340,000; Potency, µM (series often up to 46.1 µM), for the others: at the top dose re-replication activation, most hits filed as activators; AID 624297; SW480 DNA re-replication, Hoechst DNA content imaging, 48 h; note: % of control where 0% means no effect; nearly all actives have a fitted effect of over 55% in size
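250 cells/well; 23 nL cpd via pin tool; 48 hr, 37 C, 5% CO2; Hoechst 40 min; imager read of total nuclear intensity, ex 405/em 500-530 nm.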
KB-V1 MDR tox: KB-V1 MDR subline cytotoxicity; KB-V1 MDR cells viability, CellTiter-Glo, 72 h; Potency, µM (series often up to 46.1 µM), for the others: at the highest dose activity change, negative = cytotoxicity, hits mostly cytotoxic; hit rate 3.4% among 400,000; AID 1347076; note: % is set by controls: 0 for no effect and ±100 for the full control effect; nearly all actives have a fitted effect of over 60% in size
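Cells of the MDR subline KB-V1 are plated, dosed with compound at multiple concentrations, and incubated 72 h at 37 degrees C; CellTiter-Glo is then added and luminescence read after 10 min.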
HT1080 IDH1KD tx: kills HT-1080 cells with IDH1 knockdown. hit rate 2% among 360,000. Potency, µM (doses to about 46.1 µM), inactives show top-dose activity, negative = toxicity, actives largely listed as cytotoxic. HT-1080 IDH1 knockdown viability, ATP luminescence, 48 h;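 note: 0% = DMSO wells and -100% = cell-free medium wells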
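Using the IDH1-knockdown HT-1080 line run in the same batch and compound series as the NT line, viability after 48 h at 37 °C was determined by CellTiter-Glo luminescence and expressed as % activity.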
TDP43 rescue: rescues yeast growth from TDP-43 toxicity. Potency, µM (top dose mostly 46.1 µM), without a hit: at the highest dose growth rescue (activation), most hits filed as activators. AID 652104. hit rate 1.8% among 410,000. TDP-43 expressing yeast growth rescue, BacTiter-Glo, 24 h; note: % of control where 0% means no effect; nearly all actives have a fitted effect of over 50% in size
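Galactose-induced TDP-43 yeast, OD600=0.02, compound pinned; 24 hr, 30 deg C; BacTiter-Glo luminescence for growth. Inhibitors of TDP-43 toxicity read as activators.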
HT1080NT lethal: kills 2HG-producing HT-1080-NT fibrosarcoma cells. HT-1080-NT fibrosarcoma viability, CellTiter-Glo ATP luminescence, 48 h. Potency, µM (titrated, usually from 46.1 µM), for the others: at the top dose activity, negative = less viability, usual class: cytotoxic. hit rate 1.6% among 360,000;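 note: NT is the 2HG producing partner of a matched IDH1 knockdown line; 0% = DMSO-treated cells and -100% = media-only wells without cells; nearly all actives have a fitted effect of over 55% in size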
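Read-out is CellTiter-Glo luminescence after 10 minutes at room temperature, following 48 hours' compound treatment of HT-1080-NT cells (750 cells/well, RPMI, 5% FBS, 37 degrees C).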
* = called active by the depositor; u = inconclusive; x = no result given; [ ] = remark or other dose. Calls come from the whole dose curve; as a rule, active = well fitted curve in the direction sought with a large enough effect; inconclusive = small, poorly fitted or top-dose-only effect, or another doubt; inactive = no such curve, though single readings can be large; an effect the other way counts as inactive or inconclusive. Potency is the fitted concentration of half-maximal effect. An unsorted share of the library; overall some 9.4% were active at least once.

Abbreviations – A = GLP-1R inv ag; B = KB-3-1 cytotox; C = GLP1R ag; D = HEK293 tox; E = SW480 rerep; F = KB-V1 MDR tox; G = HT1080 IDH1KD tx; H = TDP43 rescue; I = HT1080NT lethal
COc1ccc(/C=C(/NC(=O)/C=C/c2ccccc2)C(=O)N2CCOCC2)cc1
  A = -2.2% | B = -1.7% | C = -0.3% | D = -20.7% | E = -5.3% | F = 7.6% | G = 2.5% | H = 7.3% | I = -12.8%
CCC(=O)OCCNc1cc(Sc2nc3ccccc3s2)c2nonc2c1[N+](=O)[O-]
  A = 4.2% | B = -27.4% | C = -0.6% | D = 3.7% | E = -11.5% | F = 0.0% | G = 2.82µM* | H = -21.7% | I = -57.5%
O=[n+]1cc(-c2ccc(Cl)cc2)n([O-])c2c1CCC2
  A = 4.2% | B = -15.7% | C = -10.1% | D = 11.4% | E = -2.9% | F = 21.4% | G = 18.7% | H = -8.5% | I = u
CSc1ccc(S(=O)(=O)NCC(=O)OCC(=O)N2CCCCC2C)cc1[N+](=O)[O-] (centres undefined)
  A = 9.2% | B = 12.0% | C = 0.9% | D = 1.5% | E = 1.2% | F = u | G = 14.1% | H = 19.7% | I = 14.0%
O=C1CC(c2ccccc2)n2ncnc2N1 (centres undefined)
  A = 2.5% | B = 3.4% | C = -14.5% | D = -5.4% | E = -1.1% | F = -14.5% | G = 11.2% | H = u | I = 11.3%
O=[N+]([O-])c1ccccc1-c1ccc(C(=S)N2CCCC2)o1
  A = 13.5% | B = -5.0% | C = 15.7% | D = -8.2% | E = 8.2µM* | F = -14.4% | G = -9.8% | H = -14.4%[9.22 µM] | I = 0.7%
Cc1ccc(NC(=O)c2cc([N+](=O)[O-])ccc2N2CCOCC2)cc1S(=O)(=O)N1CCOCC1
  A = 23.6% | B = -11.5% | C = 4.5% | D = -19.1% | E = -1.9% | F = -11.5% | G = -9.4% | H = 8.0% | I = -19.8%
COc1ccc(/C=N/NC(=O)c2nonc2N)cc1OC
  A = 15.9% | B = 12.4% | C = 1.5% | D = -3.7% | E = -9.8% | F = u | G = 17.2% | H = 2.1% | I = 23.0%
CCCNC(=O)Nc1cc(OCC)c(N2CCOCC2)cc1OCC
  A = 5.5% | B = -0.7% | C = 2.9% | D = -0.1% | E = 2.3% | F = 7.4% | G = 9.8% | H = 9.6% | I = 9.3%
CCC(C)NC(=O)C(CCSC)NC(=O)c1ccccc1 (centres undefined)
  A = -5.5% | B = 14.5% | C = -15.3% | D = -5.7% | E = -37.2%[inhibitor] | F = -1.1% | G = 7.8% | H = 0.8% | I = 5.6%
Cc1ccc(S(=O)(=O)NCCc2cn3nc(C)c(C)nc3n2)cc1C
  A = 11.0% | B = -0.3% | C = -4.5% | D = 311.1%[activator] | E = 3.3% | F = -0.5% | G = 7.1% | H = 6.7% | I = 9.8%
CC(C)C(=O)N1CCN(c2cc(N3CCN(C)CC3)c(F)cc2[N+](=O)[O-])CC1
  A = -15.2%[0.307 µM] | B = 20.8% | C = -14.3% | D = -8.6%[0.307 µM] | E = -1.8% | F = -20.0% | G = 2.3% | H = 4.6% | I = 7.1%
CCOc1ccccc1C(=O)NC(C(=O)N(C)c1c(N)n(Cc2ccccc2)c(=O)[nH]c1=O)C(C)C (centres undefined)
  A = -3.4% | B = -1.4% | C = 2.1% | D = -14.7% | E = -0.3% | F = 17.8% | G = -10.3% | H = -3.8% | I = 0.0%
Cc1sc2nc(CN(C(=O)NCc3ccccc3)C3CCCC3)[nH]c(=O)c2c1C
  A = u | B = -7.9% | C = 15.5% | D = -5.2% | E = u | F = u | G = -2.8% | H = 16.5% | I = -28.5%
O=[N+]([O-])c1ccc2c(c1Nc1ccccc1Cl)=NC1(CCCCC1)N=2
  A = -4.9% | B = -0.3% | C = 2.3% | D = 0.1% | E = 0.3% | F = -9.8% | G = 9.3% | H = 3.2% | I = 4.3%
Cc1cc(C)cc(-n2nnc3ccccc3c2=O)c1
  A = -14.2% | B = 13.9% | C = -0.1% | D = -7.1% | E = x | F = -18.0% | G = 6.4% | H = 9.6% | I = 6.0%
COc1ccc(C=O)cc1CN1C(=O)c2ccccc2C1=O
  A = 18.5% | B = 6.5% | C = 3.7% | D = 2.7% | E = 8.8% | F = u | G = -15.2% | H = -4.9% | I = -26.2%
COc1ccc(OC)c(N=C(N)N=C(N)N)c1
  A = 16.3% | B = -6.0% | C = -1.3% | D = 13.6% | E = -5.9% | F = 6.3% | G = 3.9% | H = 19.1% | I = 0.5%
Cc1ccc(Nc2nc(N)c([N+](=O)[O-])c(N3CCC(C)CC3)n2)cc1C
  A = 13.3% | B = u | C = -0.9% | D = 20.4% | E = u | F = 23.1µM* | G = 2.5% | H = u | I = 9.8%
O=C(COC(=O)c1cc([N+](=O)[O-])ccc1N1CCOCC1)NC1CCS(=O)(=O)C1 (centres undefined)
  A = 2.2% | B = 6.5% | C = 2.3% | D = -13.7% | E = -6.3% | F = 0.6% | G = 1.2% | H = 5.8% | I = -6.2%
CCc1ccc(-c2csc3ncn(CC)c(=O)c23)cc1
  A = 0.9% | B = 2.2% | C = -0.7% | D = -2.6% | E = 5.8% | F = 19.1% | G = 0.6% | H = 21.1% | I = 3.9%
CC(C)N1CCc2c(sc(NC(=O)Cc3ccccc3)c2C#N)C1
  A = -11.9% | B = 0.0% | C = 8.7% | D = 171.0%[activator] | E = -1.7% | F = -21.4% | G = -6.9% | H = -12.2% | I = 0.5%
C/C(CC(=O)Nc1cccnc1)=N\NC(=O)C(=O)NC(C)C
  A = 19.2% | B = 1.2% | C = -3.7% | D = 7.5% | E = -6.9% | F = 20.3% | G = 15.3% | H = 13.2% | I = 5.4%
CN(C)CCCNC(=O)C[C@H]1C[C@H](C(=O)N2CCCCC2)[C@@]2(C)c3[nH]c4cc(-c5ccco5)ccc4c3CCN2C1=O
  A = u | B = -8.7% | C = -0.4% | D = -15.9% | E = 2.06µM* | F = -0.5% | G = -19.0% | H = -5.0% | I = u
Cc1ccnc(NC(=O)C2CCN(S(=O)(=O)c3ccc4ccccc4c3)CC2)c1
  A = u | B = 3.0% | C = -3.7% | D = 7.4% | E = 2.4% | F = -19.3% | G = -1.1% | H = 8.0% | I = -0.6%

Marked active in SW480 rerep, among the entries above:
SMILES	GLP1R ag	SW480 rerep
O=[N+]([O-])c1ccccc1-c1ccc(C(=S)N2CCCC2)o1	15.7%	8.2µM*
CN(C)CCCNC(=O)C[C@H]1C[C@H](C(=O)N2CCCCC2)[C@@]2(C)c3[nH]c4cc(-c5ccco5)ccc4c3CCN2C1=O	-0.4%	2.06µM*

Remaining list, next part.
Abbreviations – A = GLP-1R inv ag; B = KB-3-1 cytotox; C = GLP1R ag; D = HEK293 tox; E = SW480 rerep; F = KB-V1 MDR tox; G = HT1080 IDH1KD tx; H = TDP43 rescue; I = HT1080NT lethal
CCCCn1cnc2c(SCc3ccc(Br)cc3)nc(N)nc21
  A = u | B = -23.5% | C = u | D = -3.7% | E = 1.1% | F = -10.7% | G = 16.4µM* | H = -0.8% | I = 14.6µM*
Cc1ccccc1N(C(=O)c1ccccn1)C(C(=O)NCc1ccccc1)c1ccncc1 (centres undefined)
  A = -7.7% | B = -9.4% | C = 2.1% | D = -11.0% | E = -23.2% | F = -30.1% | G = -2.2% | H = -15.8% | I = -5.9%
Cc1ccccc1OCc1nc(-c2ccc(NC(=O)c3ccc4c(c3)OCO4)cc2)no1
  A = u | B = -1.1% | C = -7.9% | D = u | E = u | F = u | G = 20.6µM* | H = -3.4% | I = 20.6µM*
COc1cc(OC)c(NC(=O)CN(C)S(=O)(=O)c2ccc(-c3ccc(=O)[nH]n3)s2)cc1Cl
  A = 27.4% | B = -7.5% | C = 14.7% | D = -9.7% | E = 2.8% | F = 12.4% | G = 0.7% | H = u | I = -1.5%
O=c1[nH][nH]c(=S)n1C1CCCCC1
  A = 18.3% | B = -9.7% | C = -0.1% | D = 1.0% | E = -28.5% | F = 4.2% | G = 2.9% | H = 6.6% | I = 10.6%
C=CCOn1c(=O)c(-c2ccc(Cl)cc2)[n+]([O-])c2ccccc21
  A = 32.2%[activator] | B = -28.1% | C = -2.2% | D = -1.1% | E = 6.3% | F = -31.7% | G = 9.1% | H = -12.5% | I = 15.0%
COn1c(C)c(C)c2c3nonc3ccc21
  A = 18.6% | B = 19.5% | C = 8.1% | D = 20.1% | E = -11.0% | F = -17.2% | G = 25.6% | H = u | I = 19.1%
COc1ccc(N2CCN(C(=O)c3sc4nc(-c5ccc(F)cc5)cn4c3C)CC2)cc1
  A = 14.2% | B = 0.8% | C = -0.2% | D = 2.6% | E = -14.2% | F = 6.1% | G = -1.1% | H = 10.5% | I = -6.6%
CCc1ccc(CNC(=O)CCCC(=O)n2nc(C)c3ccccc32)cc1
  A = 1.1% | B = -7.2% | C = 5.5% | D = 6.9% | E = 0.0% | F = 11.7% | G = 3.2% | H = -8.3% | I = 15.9%
CCOc1ccc(NC(=O)CSc2nnc3c(C)cc4ccccc4n23)cc1
  A = -5.8% | B = 1.1% | C = x | D = -12.2% | E = x | F = 5.8% | G = x | H = 12.3% | I = x
COC(=O)CN(Cc1ccccc1)S(=O)(=O)c1ccc(OC)c(OC)c1
  A = 42.8%[activator] | B = 12.0% | C = 7.5% | D = 0.5% | E = 3.2% | F = -3.6% | G = -1.0%[9.24 µM] | H = -7.0% | I = -0.9%
Cc1ccc(S(=O)(=O)c2nc(S(C)(=O)=O)sc2NCc2ccccc2)cc1
  A = 6.6% | B = -9.8% | C = x | D = 11.0% | E = x | F = 0.5% | G = x | H = 18.8% | I = x
CC(C)(C)OC(=O)NN1CC(=O)N2Cc3ccccc3C[C@@H]2C1=O
  A = 4.4% | B = 0.0% | C = -1.1% | D = 0.9% | E = -16.2% | F = -8.2% | G = 15.5% | H = -0.8% | I = 0.8%
O=C(/C=C/c1ccco1)Nc1ccc(C(=O)N2CCOCC2)cc1
  A = 20.6% | B = 1.1% | C = -4.1% | D = 22.5% | E = -2.0% | F = 16.2% | G = 19.0% | H = 10.7% | I = 10.2%
COc1ccccc1C(=O)NCCOc1ccc(C(C)(C)C)cc1
  A = u | B = -0.8% | C = 0.0% | D = 5.9% | E = -6.4% | F = -13.1% | G = -5.8% | H = -9.2% | I = -6.5%
